XiGFP reactiv = X-chromosome reactivation activator; 360,000 compounds, 0.055% hits; AID 743238; activation, % at 7.58 µM; XiGFP mouse fibroblasts, % GFP-positive cells imaging, 3 d; cells co-treated with 5-aza-dC sensitizer; scaled so ellipticine positive control = 100%;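 active = mean normalized replicate activation at least 10% and every replicate at or above 10%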;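 also: 0% = median of on-plate neutral control wells and 100% = ellipticine 6 µM median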
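System: XiGFP fibroblasts, SV40-immortalized. Medium: DMEM plus 5-aza-dC sensitizer. Doses: single point. Timing: 3 d treatment, 15 min room-temperature fixation. Control set: ellipticine 6 µM.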
GSIS activator = GLuc luminescence reporter in INS-1E cells, primary screen for activators of glucose-dependent secretion of insulin | INS-1E GLuc reporter insulin secretion, 2-3 h | activation, % at 16.6 µM | 370,000 compounds, 0.61% hits | AID 743287;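 active = lowest replicate activation of at least 40%, so every replicate reaches that level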;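 also: 0% = median of neutral control wells and 100% = median of IBMX positive control wells; some compounds called inactive have numbers as strong as hits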
ERp5 block = ERp5 (human) disulfide isomerase inhibition; Q15084; inhibition, % at 9.99 µM; ERp5 insulin aggregation, absorbance 650 nm, 90 min; 350,000 compounds, 0.05% hits;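 active = mean replicate inhibition above about 25%, with every replicate also reaching it, limit read from the data, passing the limit was not always enough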
Target sequence (Q15084 whole entry, looked up): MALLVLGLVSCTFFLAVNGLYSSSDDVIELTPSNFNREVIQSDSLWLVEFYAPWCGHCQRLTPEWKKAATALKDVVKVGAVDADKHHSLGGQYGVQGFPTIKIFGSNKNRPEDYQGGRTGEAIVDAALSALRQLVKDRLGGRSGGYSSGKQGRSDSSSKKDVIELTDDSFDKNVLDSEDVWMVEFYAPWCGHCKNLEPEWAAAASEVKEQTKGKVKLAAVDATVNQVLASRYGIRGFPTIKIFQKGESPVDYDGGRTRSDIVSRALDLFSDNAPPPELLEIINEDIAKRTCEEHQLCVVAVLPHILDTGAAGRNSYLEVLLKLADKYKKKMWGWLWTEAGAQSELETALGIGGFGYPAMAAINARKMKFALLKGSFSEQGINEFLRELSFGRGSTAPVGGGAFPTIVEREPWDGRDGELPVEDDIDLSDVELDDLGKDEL
PAX8 reporter = inhibitors of PAX8 transcriptional activity in RMG-I cells; RMG-I TPO-luciferase reporter, SteadyGlo, 24 h; inhibition, % at 12.6 µM; 360,000 compounds, 1.2% hits;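 active = mean replicate inhibition at least 60% with every replicate also reaching 60%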;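 also: luciferase light reporting Pax8 driven TPO promoter activity; plate controls were median of neutral control wells for no effect and mitoxantrone controls for full effect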
ARNT-TACC3 inh = disrupts binding between human ARNT and TACC3; Q9Y6A5; AID 623870; 390,000 compounds, 0.66% hits; inhibition, % at 9.99 µM; AlphaScreen His-ARNT PAS-B/GST-TACC3 binding, luminescence; TACC3 fragment carries E629A point mutation;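 active = mean inhibition of replicates at least 50% and at least half of replicates each reaching 50%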;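 also: 0% = complete ARNT plus TACC3 wells and 100% = ARNT alone without TACC3; many hits fall short of the cut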
DENV2 CPE rescue = protects cells from dengue virus 2 cytopathic effect; DENV2-infected cells, cytopathic effect rescue, plate reader; CPE inhibition, % at 9.99 µM; 350,000 compounds, 1.7% hits; in the data active = CPE inhibition above about 20%, passing the limit was not always enough; tested in BHK-21 cells;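 also: 0% = median of neutral control wells and 100% = median of positive control wells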
EWS-Fli inh = blocks EWS/Fli oncoprotein-driven transcription; A673 NR0B1-luciferase reporter, viability-normalised; inhibition, % at 12.6 µM; 350,000 compounds, 0.67% hits; AID 651661;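 active = mean inhibition of at least 50% after viability correction, with every replicate also passing that limit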;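 also: firefly luciferase signal divided by Alamar Blue viability fluorescence both relative to DMSO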
CFTR F508del cor = correctors of CFTR F508del function in bronchial epithelial cells. 350,000 compounds, 0.36% hits. CFBE cells, YFP halide quenching; stimulated with forskolin plus potentiator P3; % fluorescence drop versus neutral controls. AID 720511. activity (quench increase), % at 7.58 µM;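 active = mean added fluorescence quench of at least 8% versus neutral control, with both replicates also reaching 8%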;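 also: cells transiently co-express mutant CFTR-F508del with the halide-sensitive YFP; corrector assay measuring rescue of mutant channel to the surface after 24 h compound exposure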
The depositor's hits bear a star; / = no result given.

Codes: A = XiGFP reactiv; B = GSIS activator; C = ERp5 block; D = PAX8 reporter; E = ARNT-TACC3 inh; F = DENV2 CPE rescue; G = EWS-Fli inh; H = CFTR F508del cor
1. ClC1(Cl)CC1CSc1nc2ccccc2[nH]1 (stereo not drawn)
  A: 0.4; B: -7; C: 2; D: -129; E: /; F: -5; G: -81; H: -3.3

2. C[C@@H]1CCCCO[C@@H](CN(C)C(=O)Cc2ccccc2)[C@H](C)CN([C@@H](C)CO)C(=O)c2cc(NC(=O)Nc3ccccc3)ccc2O1
  A: 0.0; B: 1; C: 2; D: 10; E: -1; F: -7; G: 2; H: 0.5

3. Cc1c(Cl)cccc1Nc1nc(N)nc(CSC(=S)N2CCOCC2)n1
  A: 0.0; B: 3; C: 3; D: -29; E: /; F: -10; G: -30; H: -2.2

4. CCCc1cc(C(=O)NCCc2ccccc2)no1
  A: 0.4; B: /; C: -1; D: -151; E: 3; F: -5; G: -65; H: -2.8

5. CCOC(=O)CCCC(=O)N1CCOCCOCCN(C(=O)CCCC(=O)OCC)CCOCCOCC1
  A: 0.0; B: 16; C: -7; D: -12; E: -3; F: 2; G: 13; H: -2.0

6. Cc1ccc(NC2CCCN(C(=O)c3c(C)noc3C)C2)cc1C (stereo not drawn)
  A: -0.1; B: /; C: 1; D: /; E: -3; F: -3; G: 3; H: -0.6

7. COc1cc(OC)c(OC)cc1CNC(=O)c1ccc(S(=O)(=O)N2CCCCC2)cc1
  A: 0.0; B: -19; C: -4; D: 4; E: 8; F: -6; G: 9; H: -0.1

8. O=S(=O)(N1CCOCC1)N1CCOCC1
  A: 0.0; B: 4; C: -1; D: 21; E: 0; F: 0; G: -5; H: 0.4

9. COc1ccc(-c2c(NC(=O)c3ccco3)oc3ccccc3c2=O)cc1
  A: 0.0; B: 19; C: -13; D: 1; E: -15; F: 2; G: 2; H: 0.0

10. CSCCC(NC(=O)c1ccccc1Cl)C(=O)Nc1cccc(S(=O)(=O)N2CCCC2)c1 (stereo not drawn)
  A: 0.8; B: -6; C: 2; D: -14; E: 35; F: -10; G: -2; H: -1.5

11. Cc1ccc(-n2ncc3c2CCCC3NC(=O)c2ccoc2)cc1C (stereo not drawn)
  A: 0.2; B: 78; C: -2; D: 29; E: /; F: -3; G: 17; H: 1.4

12. Cc1ccc(C)c(NC(=O)Cn2cnc3c(oc4ccccc43)c2=O)c1
  A: 0.0; B: 6; C: 0; D: 0; E: -1; F: -5; G: 45; H: 5.3

13. Cc1cc(C)c(NC(=S)NCCCSC2CCCCC2)c(C)c1
  A: 0.0; B: -2; C: -1; D: 7; E: 27; F: -5; G: 8; H: 1.9

14. CC(C(=O)NC1CCCCC1)N(Cc1ccccc1)C(=O)c1snc(C(N)=O)c1N (stereo not drawn)
  A: -0.1; B: -2; C: 4; D: 8; E: 10; F: -3; G: -3; H: -1.5

15. N#Cc1ccc(CCc2ccccc2)[nH]c1=O
  A: 0.3; B: 16; C: 7; D: 3; E: -1; F: -1; G: -2; H: -3.2

16. O=C(Nc1ccc(F)cc1)N1C[C@H]2[C@@H](c3ccccc31)[C@@H](CO)N2C(=O)c1ccccc1F
  A: 0.5; B: 6; C: 1; D: 7; E: -11; F: -3; G: 6; H: 0.7

17. NNC(=O)c1nc(-c2cccc(-n3cccc3)c2)no1
  A: 0.0; B: -3; C: 4; D: 2; E: 7; F: -1; G: 7; H: 1.4

18. COCC1CCN(C(=O)c2cc(COc3ccc4c(c3)CCCC4)on2)C1 (stereo not drawn)
  A: 0.5; B: 1; C: 3; D: -14; E: 16; F: -12; G: -11; H: -0.1

19. CCn1c(Oc2ccccc2C)nc2c1c(=O)n(C)c(=O)n2C
  A: 0.0; B: 53; C: -3; D: -41; E: -4; F: -4; G: -3; H: 0.6

20. O=C(COC(=O)c1cc(S(=O)(=O)N2CCOCC2)ccc1F)NC1CCCCC1
  A: 0.0; B: 2; C: 10; D: -7; E: 0; F: 10; G: -9; H: -0.3

21. CC(CC(F)(F)F)N1CCC(n2nccc2NC(=O)CCCc2ccccc2)CC1 (stereo not drawn)
  A: 0.0; B: -6; C: -4; D: 8; E: 22; F: 2; G: /; H: -0.7

22. COc1ccccc1C#Cc1ccc2c(c1)[C@@H]1[C@@H](CCN1C(=O)CN1CCOCC1)[C@@H](CO)N2
  A: 0.1; B: -6; C: /; D: 17; E: 22; F: -2; G: 7; H: -2.3

23. Cc1cc(N/C=C/C(=O)c2cccs2)ccc1F
  A: 0.1; B: -11; C: -2; D: -127; E: -1; F: -5; G: -83; H: -0.1

24. CC1CCN(C(=S)NC(=O)c2ccco2)CC1
  A: 0.2; B: 1; C: 1; D: -28; E: 1; F: -4; G: /; H: -4.1

25. C#CCOc1c(Br)cc(/C=C2/C(=O)ON=C2C)cc1OCC
  A: -0.1; B: -5; C: 1; D: -150; E: -1; F: -4; G: -2; H: 0.0

26. Cc1ccc(S(=O)(=O)N2CCC(C(=O)NCCc3ccccn3)CC2)cc1
  A: -0.1; B: 0; C: 0; D: 14; E: -2; F: -2; G: 2; H: 4.2

27. CCCCN1CC(=O)N2[C@H]3c4cc(OC)ccc4OC[C@@H]3[C@H](C(=O)OCC)[C@]2(C)C1=O
  A: 0.0; B: 5; C: -3; D: -7; E: -2; F: -6; G: -11; H: 2.2

28. Cc1cccc(S(=O)(=O)N2C[C@@H]3[C@H](c4ccccc42)[C@H](CO)N3C(=O)C2CC2)c1
  A: 0.1; B: 4; C: 2; D: -15; E: 3; F: -3; G: 0; H: 0.0

29. CC(=O)Nc1cccc(Nc2cc(C)nn2C)c1
  A: 0.4; B: 12; C: -2; D: 24; E: /; F: 73*; G: -15; H: -1.4

30. CC(=O)Nc1cc(-c2ccccc2N(C)C)cn2c(-c3ccc(S(C)(=O)=O)cc3)cnc12
  A: 0.0; B: /; C: -5; D: 0; E: /; F: -1; G: -1; H: 6.1

Screening results (PubChem)
